H9c2 protect: protects H9c2 cardiomyocytes from peroxide injury; protection from H2O2 cell death, % at 20 µM; H2O2 injury protection, ATPLite, 2 h; 360,000 compounds, 0.63% hits; AID 588492;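 active means compounds giving at least 50% protection of heart cells from peroxide-induced death in the single-dose screen, raw or plate-pattern-corrected value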;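 further: 0% = DMSO wells with peroxide and 100% = DMSO wells without peroxide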
ABHD5 PLIN5 PPI: ABHD5-PLIN5 protein interaction inhibition. Q00G26+Q8WTS1. Split G. princeps luciferase complementation, luminescence, 4 h. inhibition, % at 4 µM. 360,000 compounds, 0.78% hits. AID 602281;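 active means inhibition above the mean inhibition across every tested compound plus 3 SD, cut at about 22% in these data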;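 further: 0% = DMSO only wells and the 100% control is not disclosed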
Target sequence (Q00G26 whole entry, looked up): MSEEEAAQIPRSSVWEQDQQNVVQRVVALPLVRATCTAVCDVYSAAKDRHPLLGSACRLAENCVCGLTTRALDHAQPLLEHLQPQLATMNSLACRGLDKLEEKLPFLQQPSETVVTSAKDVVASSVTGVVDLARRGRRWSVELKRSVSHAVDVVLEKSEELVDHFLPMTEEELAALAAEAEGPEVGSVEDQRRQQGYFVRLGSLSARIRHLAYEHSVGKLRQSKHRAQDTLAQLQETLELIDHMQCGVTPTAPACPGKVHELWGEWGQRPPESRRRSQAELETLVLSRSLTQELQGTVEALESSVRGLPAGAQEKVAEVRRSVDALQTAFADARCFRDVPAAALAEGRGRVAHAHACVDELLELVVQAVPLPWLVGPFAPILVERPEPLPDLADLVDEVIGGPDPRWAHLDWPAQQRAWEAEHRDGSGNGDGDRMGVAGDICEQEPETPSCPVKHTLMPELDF
Target sequence (Q8WTS1 whole entry, looked up): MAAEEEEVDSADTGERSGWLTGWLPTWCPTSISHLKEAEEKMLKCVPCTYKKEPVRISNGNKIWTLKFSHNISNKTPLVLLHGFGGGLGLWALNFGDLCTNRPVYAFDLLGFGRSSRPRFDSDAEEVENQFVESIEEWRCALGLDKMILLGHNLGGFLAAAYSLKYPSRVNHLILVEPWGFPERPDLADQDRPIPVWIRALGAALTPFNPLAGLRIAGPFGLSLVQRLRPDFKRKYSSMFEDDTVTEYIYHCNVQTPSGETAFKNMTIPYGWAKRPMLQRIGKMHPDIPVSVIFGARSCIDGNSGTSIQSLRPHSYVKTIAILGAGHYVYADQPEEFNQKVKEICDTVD
m5-HT2A agonist: activates the mouse 5-HT2A serotonin receptor; 360,000 compounds, 0.66% hits; activation, % at 7.6 µM; P35363; CHO-K1 mHTR2A beta-arrestin complementation, luminescence; percent of 30 µM serotonin response;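 active means activation above a run cutoff, the mean activation of all tested compounds plus 3 SD, cut at about 14% in these data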;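 further: 0% = plate median of compound wells and 100% = 30 µM serotonin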
hiPSC survival: enhancers of human iPSC single-cell survival; hiPSC single-cell survival, ATPlite luminescence; 100% = ROCK inhibitor wells, 0% = DMSO; survival enhancement, % at 20 µM; 360,000 compounds, 0.044% hits; AID 602274; in the data active means survival enhancement above about 18%;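 further: cells exposed to compounds for 16 hours before the ATP read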
ABCB6 inh MLPCN: inhibitors of human ABC transporter ABCB6; Q9NP58; K562-ABCB6 porphyrin accumulation, flow cytometry, 1 h; hits give low values; fluorescence ratio to DMSO, % at 10 µM; 360,000 compounds, 0.19% hits;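 active means fluorescence ratio to DMSO below 75%, the collection mean minus 3 SD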;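 further: signal is porphyrin accumulated inside mitochondria; 100% equals median channel fluorescence of DMSO control wells; lower ratio means ABCB6 inhibition with less porphyrin fluorescence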
MC4R barr agon: human MC4R agonism via beta-arrestin | P32245 | U2OS MC4R beta-arrestin complementation, luminescence; percent of melanotan II response, DMSO zero | activation, % at 8.9 µM | 360,000 compounds, 0.98% hits;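 active means activation above a per-plate cutoff, the mean activation of sample wells on that plate plus 3 SD, cut at about 8% in these data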
MC4R antagonist: human MC4R antagonism in cAMP assay; 360,000 compounds, 0.48% hits; MC4R-expressing cells, MTII-stimulated cAMP, LANCE TR-FRET; P32245; inhibition, % at 6.5 µM;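 active means inhibition above its plate's cutoff, the mean of tested wells on that plate plus 3 SD, cut at about 29% in these data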;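 further: 0% = Melanotan II alone and 100% = Melanotan II plus saturating MCL0020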
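Assay system: human MC4R-expressing U2OS cells; reagent: Melanotan II stimulation of cells; dosing: 6.5 µM single dose; timing: compound 30 min, challenge 1 h, detection 1 h; signal: TR-FRET cAMP assay; replicates: one well per compound, no replicates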
Glyco luc inh: blocks N-linked glycosylation in D54 reporter cells; D54 ERlucT glycosylation luciferase reporter, 24 h; percent of 100 nM tunicamycin response; reporter increase, % at 12.5 µM; 360,000 compounds, 0.23% hits; AID 588692;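 active means mean luciferase reporter signal, scaled so untreated is 0 and the glycosylation-blocking control 100, at or above a set limit in every replicate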;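 further: luciferase carries N-glycosylation sites so blocking glycosylation raises the light; 0% = median of neutral control wells and 100% = median of 100 nM tunicamycin wells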
Exocytosis inh: lytic granule exocytosis inhibition; TALL-104 LAMP-1 surface exposure, flow cytometry; cells stimulated with thapsigargin and PMA; inhibition, % at 10 µM; 360,000 compounds, 0.66% hits;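 active means inhibition above about 55%, limit read from the data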
aDG glyco act: alpha-DG glycosylation activation | AID 624168 | 360,000 compounds, 0.22% hits | Pro5-aDG cells, alpha-DG glycosylation AlphaScreen (IIH6); 0% Pro5, 100% B10-LARGE cell signal | activation, % at 10 µM;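 active means activation of at least 8% versus controls, or a plate z-score of at least 8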;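 further: Pro5 are CHO cells carrying HIG-tagged alpha-DG that lacks glycosylation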
Starred values were filed as active, the others as inactive; . = no result given.

SMILES	H9c2 protect	ABHD5 PLIN5 PPI	m5-HT2A agonist	hiPSC survival	ABCB6 inh MLPCN	MC4R barr agon	MC4R antagonist	Glyco luc inh	Exocytosis inh	aDG glyco act
OCCCNC(=S)Nc1ccc(Br)cc1Cl	0	2	-2	0.4	91	-0.8	0	3	-3	0.1
N/C(=N\OC(=O)c1cnn(-c2ccccc2)c1C(F)(F)F)c1cc(C(F)(F)F)cc(C(F)(F)F)c1	-9	.	.	-0.3	101	.	.	-3	-7	0.1
O=C(/C=C/[C@H]1O[C@@H](n2ccc(=O)[nH]c2=O)[C@H](O)[C@@H]1O)NCc1ccccc1	7	-5	5	-1.0	98	.	.	3	-2	0.2
Cc1ccc(NC(=O)CS(=O)(=O)c2c[nH]c3ccccc23)c(C)c1	-4	2	-1	-2.3	91	1.7	3	-1	2	0.1
COc1ccc(CCNC(=O)CCn2c(SCC(=O)N3CCCC3)nc3ccccc3c2=O)cc1OC	12	-3	-2	-0.5	96	1.1	14	0	1	0.5
CCOC(=O)c1c(C)[nH]c(C)c1C(=O)COC(=O)/C=C/c1cccc(Cl)c1	-4	-5	-5	2.6	94	1.4	-16	4	-2	0.0
Cc1ccccc1OCC(=O)OCC(=O)N1CCCc2ccccc21	2	2	-7	-0.2	93	-5.0	12	1	1	-0.5
OC(CNC1CCCC1)COCCOc1ccc(Br)cc1 (stereo not drawn)	5	1	-7	-0.8	94	-1.5	-5	-4	5	0.1
COc1ccc(OC)c(Nc2cc(C)nc3nc(C)nn23)c1	5	0	6	-0.3	101	-0.1	7	10	0	-0.1
COc1ccc2[nH]cc(C(=O)CN3CCN(C(=O)c4ccco4)CC3)c2c1	4	1	4	5.8	120	-0.5	3	1	3	0.2
COCCN(C(=O)CCSc1ccc(F)cc1)c1c(N)n(Cc2ccccc2)c(=O)[nH]c1=O	18	8	1	-0.4	106	1.4	3	1	-4	0.3
COc1ccc(NC(=O)c2[nH]c(C)c(C(C)=O)c2C)cc1Cl	21	2	-2	0.0	94	-1.5	0	2	0	-0.2
COc1ccc(NC(=S)N2CCc3ccccc32)cc1OC	-2	-11	10	-0.1	103	-2.3	4	3	-2	-0.1
CC(C)(C)Sc1nc(O)cc(=O)[nH]1	11	-3	-5	5.2	91	-1.7	3	-2	0	0.1
COc1cccc(C2=NO[C@@H]3C(=O)N(c4ccc5c(c4)OCCO5)C(=O)[C@H]23)c1OC	0	-2	0	1.9	95	-1.6	13	-4	0	-0.3

Continued, starting with the last 3 of the part before.
SMILES	H9c2 protect	ABHD5 PLIN5 PPI	m5-HT2A agonist	hiPSC survival	ABCB6 inh MLPCN	MC4R barr agon	MC4R antagonist	Glyco luc inh	Exocytosis inh	aDG glyco act
COc1ccc(NC(=S)N2CCc3ccccc32)cc1OC	-2	-11	10	-0.1	103	-2.3	4	3	-2	-0.1
CC(C)(C)Sc1nc(O)cc(=O)[nH]1	11	-3	-5	5.2	91	-1.7	3	-2	0	0.1
COc1cccc(C2=NO[C@@H]3C(=O)N(c4ccc5c(c4)OCCO5)C(=O)[C@H]23)c1OC	0	-2	0	1.9	95	-1.6	13	-4	0	-0.3
Clc1ccc(-c2cnc3cccnn23)cc1	-3	4	11	5.7	98	-0.7	6	-3	3	-0.1
CC(C)c1cc(Cn2c3ccccc3c(=O)n2C(C)Cn2cc(C3CC3)nn2)on1 (stereo not drawn)	.	8	6	.	.	.	.	.	0	6.8*
CC(=O)N1C[C@H]2CON(C)[C@H]2C[C@H]1c1cccc(-c2ccccc2C)c1	8	-1	0	-0.8	89	-0.1	-3	3	-2	0.3
CCOc1ccc(S(=O)(=O)N2CCC(C(=O)NCc3ccncc3)CC2)cc1Cl	-3	-2	2	0.4	98	0.4	6	2	15	0.1
CCc1ccc(N/C(SCc2cccc(F)c2)=C(/C#N)C(=O)NCc2ccco2)cc1	-11	-2	4	-1.6	108	0.1	17	-5	9	-0.1
O=c1cc(CO)oc(CN2CCN(CCO)CC2)c1O	12	1	2	-0.5	99	-0.3	4	2	1	0.5
Clc1cccc(OCc2nc(-c3ccncc3)n[nH]2)c1	6	4	4	1.7	105	-2.8	20	1	2	0.2
CN(C(=O)CSc1nnc(-c2c[nH]c3ccccc23)n1C1CC1)C1CCS(=O)(=O)C1 (stereo not drawn)	-1	0	-4	-1.5	96	-1.9	8	-2	-2	0.2
CCOC(=O)c1cc(-c2ccco2)nc2c1c(C)nn2-c1cccc(Cl)c1	-3	2	5	-0.4	102	-0.3	-5	2	1	-0.1
CCS(=O)(=O)N1Cc2ccccc2CC1C(=O)N(C)CC(=O)Nc1ccc(F)c(F)c1F (stereo not drawn)	8	9	-4	-0.4	93	-0.4	5	-2	0	-0.2
COC(=O)Nc1c(C)n(C)n(-c2ccccc2)c1=O	-1	1	2	5.9	99	-0.2	-5	-1	-3	-0.1
O=C(NNc1cccc(Cl)n1)Nc1ccc(F)cc1	-4	-15	4	-0.6	102	-2.6	-3	3	11	0.4
CC(C)(C)NNC(=S)Nc1ccc(S(=O)(=O)N2CCOCC2)cc1	0	-15	-1	-1.3	99	-1.7	10	6	-4	0.0
O=C1/C(=C/c2ccc([N+](=O)[O-])cc2)CCC1C1CCCC1 (stereo not drawn)	-3	8	-3	-0.1	101	1.7	-3	-1	17	-0.1
C=CCC(=O)N1CCC(n2nccc2NC(=O)CCOc2ccccc2)CC1	-1	1	6	0.1	101	-2.5	3	2	0	-0.2
Nc1ncnc2c1ncn2C1OC(CO)C2OC21 (stereo not drawn)	7	2	4	0.1	94	.	.	0	3	-0.2
Cc1nn2c(-c3ccc(Cl)cc3)nnc2s1	8	-4	1	-1.9	100	-1.4	1	3	0	-0.1
C[C@@H]1CN([C@H](C)CO)C(=O)Cc2cc(NC(=O)CCC(F)(F)F)ccc2O[C@@H]1CN(C)S(=O)(=O)c1ccccc1	0	-1	10	-1.0	96	-1.4	9	1	32	-0.2
O=C(Nc1ccc(S(=O)(=O)Nc2ncccn2)cc1)c1ccccc1Cl	-1	-1	-1	-0.5	98	1.1	11	1	0	-0.1
COc1ccccc1Oc1coc2cc(OC(=O)N3CCOCC3)ccc2c1=O	0	0	1	-0.4	99	-1.6	0	-3	1	0.1
C=CCN(C(C)=O)C1CC(=O)N(c2ccc(OCCC)cc2)C1=O (stereo not drawn)	12	-3	-2	-3.2	101	-0.2	13	-1	0	0.0
COc1ccc(NC(=O)Nc2cc(C)ccn2)cc1	-15	-1	1	-0.6	85	-1.3	0	-18	2	0.1
N#Cc1cc([N+](=O)[O-])ccc1NCCc1ccccn1	11	-2	0	-0.5	101	0.2	1	1	-1	0.1
COc1cc(-c2nc3cc(C)ccn3c2NC2CCCCC2)ccc1-c1ccc(C(C)=O)cc1	-11	2	0	-1.7	135	1.0	4	-5	5	3.8
O=C(C1CCCCN1S(=O)(=O)c1ccccc1[N+](=O)[O-])N1CCCC1 (stereo not drawn)	-2	16	0	-1.4	101	3.5	-2	2	-2	0.2
COc1ccccc1NC(=O)CSc1nnc(Cc2cccs2)n1C	-1	-2	6	0.2	90	-1.5	0	4	5	-0.1
NS(=O)(=O)c1ccc(CCNC(=O)c2cc(S(=O)(=O)N3CCCCC3)ccc2Cl)cc1	-2	6	6	-0.6	80	-0.8	8	6	-3	0.1
O=C(CSc1nnc(-c2ccco2)n1CC1CCCO1)c1ccccc1 (stereo not drawn)	-1	-4	3	11	108	-3.3	-1	-1	-3	0.0
Cc1cc(F)c(F)c(C(=O)N2CCC(C)CC2)c1Cl	-2	-2	-2	-0.2	101	-0.8	-3	1	-2	-0.2
Cc1ccc(S(=O)(=O)/N=C/c2cc(Br)ccc2O)cc1	54*	5	2	-0.7	96	-1.6	7	2	-2	-0.1

Marked active in aDG glyco act, of those listed so far:
smiles	ABHD5 PLIN5 PPI	m5-HT2A agonist	ABCB6 inh MLPCN	MC4R barr agon	MC4R antagonist	Glyco luc inh	Exocytosis inh	aDG glyco act
CC(C)c1cc(Cn2c3ccccc3c(=O)n2C(C)Cn2cc(C3CC3)nn2)on1 (stereo not drawn)	8	6	.	.	.	.	0	6.8*

More compounds follow.
SMILES	H9c2 protect	ABHD5 PLIN5 PPI	m5-HT2A agonist	hiPSC survival	ABCB6 inh MLPCN	MC4R barr agon	MC4R antagonist	Glyco luc inh	Exocytosis inh	aDG glyco act
Cc1nnc(NC(=O)CCC(=O)N2CCC(C)CC2)s1	19	4	4	-0.2	98	-2.8	5	5	-5	-0.2
Cc1ccc(C(=O)NC(=S)N(C)C2CCCCC2)cc1Br	0	1	-3	0.2	88	-3.9	0	17	1	1.4
CNC(=S)N/N=C/c1ccccc1Cl	-3	-5	-1	0.8	101	-1.8	1	4	2	-0.1
COc1ccc(N(CC(=O)Nc2cc(OC)cc(OC)c2)S(=O)(=O)c2c(C)n[nH]c2C)cc1	12	12	0	0.1	94	0.4	-3	1	0	-0.1
COc1ccccc1CN1C(=O)CCC1(C)C(=O)NCc1cccnc1 (stereo not drawn)	4	1	3	-0.9	102	-2.3	7	0	-3	-0.2
CCc1ccc(-c2nc(CN3CCCC(C(=O)NCCc4ccc(OC)c(OC)c4)C3)c(C)o2)cc1 (stereo not drawn)	0	-4	-3	-3.4	99	-1.2	5	-3	-3	1.1
COCC(=O)Nc1ccc([N+](=O)[O-])cc1C	2	-3	-1	-1.1	92	-0.3	-4	0	2	-0.3
CC1CCC(NC(=O)c2ccc(N3CCCC3=O)cc2)CC1 (stereo not drawn)	-4	-4	-4	0.5	101	0.2	3	1	11	0.3
CCOc1ccccc1NC(=O)CN1C(=O)COc2ccc(S(=O)(=O)N3CCOCC3)cc21	-1	2	0	-0.4	95	1.4	6	1	-4	-0.1
Cc1cccc(N2CCN(C(=O)c3ccc4ncsc4c3)CC2)c1C	5	3	1	-1.7	88	-0.3	-5	13	-3	0.0
C=C(C)C1Cc2c(C)nn(-c3ccccn3)c2C1 (stereo not drawn)	1	-4	-6	3.6	105	1.3	-4	0	-3	0.2
COc1cccc(NC2=Nc3cccc4cccc2c34)c1	-10	2	-3	-0.3	96	-3.0	9	3	-3	0.1
CCN(C(=O)c1cccs1)C1CCS(=O)(=O)C1 (stereo not drawn)	5	1	-3	0.7	91	-0.7	1	2	-6	0.0
O=C(NCc1ccccc1)C(c1cccnc1)N(C(=O)c1csnn1)c1ccccc1 (stereo not drawn)	10	-4	6	1.4	98	1.0	3	2	-7	0.1
O=C(COC(=O)c1ccc(CSc2ccc(Cl)cc2)cc1)Nc1ccccc1	-2	14	2	-0.3	106	4.1	0	1	-4	-0.1
C[C@@H](C(=O)N=c1sc2ccccc2n1C)N1C(=O)C2CC=CCC2C1=O (stereo partly drawn)	0	3	1	-1.0	97	-1.5	-2	4	-6	-0.2
O=C(Nc1ccc(S(=O)(=O)N2CCCCC2)cc1)c1ccccc1Cl	-3	-4	-3	2.1	92	-1.9	8	-5	-3	0.0
COc1ccccc1NC(=O)C(C)OC(=O)C1CCN(S(=O)(=O)c2ccc(C)c(C)c2)CC1 (stereo not drawn)	-2	-4	-1	-0.4	87	0.0	2	2	10	0.2
CC(=O)Nc1ccccc1C	1	-9	2	1.0	105	0.3	5	1	-3	-0.1
COC(=O)c1sc(NC(=O)c2ccoc2C)nc1C	-2	-3	0	-0.8	92	-3.7	2	5	-1	0.1
